D2 potentiator: positively modulates the human D2 dopamine receptor allosterically; AID 485347; HEK293 T-REx D2, calcium flux, EC20 dopamine potentiation; P14416; 340,000 tested, 0.34% active; potentiation, % at 10 µM;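 active = potentiation over 3 SD above the plate norm, cut at about 30% in these data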; note: 0% is about no effect
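Cells plated with tetracycline inducer and held overnight at 30 C; calcium dye loaded 30–90 min at room temperature; baseline taken, compound added and read 180 s; EC20 dopamine then added and read 180 s.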
RXFP1 ag: RXFP1 (human) receptor agonism | AID 2676 | Q9HBX9 | HEK293T-RXFP1 cAMP TR-FRET, 30 min; response scale: percent of porcine relaxin response, buffer zero | Potency, µM (titrated, usually from 57.5 µM), for inactives: at the highest dose activation, usual class: activators | 370,000 tested, 0.3% active; note: potency is the fitted concentration of half-maximal effect; % is set by controls: 0 for no effect and ±100 for the full control effect; nearly all actives have a fitted effect of over 60% in size; many of its hits are not listed in these tables
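HEK293T cells stably expressing RXFP1 were pretreated with the PDE4 inhibitor Ro 20174, exposed to compounds for 30 min at 37C, lysed, and cAMP was read by TR-FRET. Data normalized to buffer (basal) and 29 nM porcine relaxin (100%).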
D1 antagonist: blocks dopamine activation of the human D1 receptor | activity change, negative = inhibition, % at 10 µM | HEK293 TREx D1 cells, calcium flux, dopamine EC80; hits give low values | P21728 | 360,000 tested, 3.2% active; in the data active = activity change below about -30%; note: % is set by controls: 0 for no effect and ±100 for the full control effect
Target sequence (P21728 whole entry, looked up): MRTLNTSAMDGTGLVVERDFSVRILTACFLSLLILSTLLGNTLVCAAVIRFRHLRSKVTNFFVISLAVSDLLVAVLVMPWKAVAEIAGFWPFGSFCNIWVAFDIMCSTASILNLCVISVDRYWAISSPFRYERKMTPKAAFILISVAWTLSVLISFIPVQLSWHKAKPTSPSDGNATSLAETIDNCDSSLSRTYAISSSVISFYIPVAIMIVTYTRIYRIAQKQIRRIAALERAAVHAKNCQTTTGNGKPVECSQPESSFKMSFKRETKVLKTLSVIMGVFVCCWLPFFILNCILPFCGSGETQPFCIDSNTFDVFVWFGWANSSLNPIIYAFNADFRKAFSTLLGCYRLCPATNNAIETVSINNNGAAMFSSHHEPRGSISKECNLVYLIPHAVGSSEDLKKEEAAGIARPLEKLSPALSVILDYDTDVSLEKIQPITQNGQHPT
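Using tetracycline-induced force-coupled D1 Hek293 cells and a calcium dye, signals were followed for 180 s after compound, then for 180 s after EC80 dopamine, to detect inhibitors.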
D1 potentiator: potentiators of human D1 dopamine receptor. P21728. HEK293 TREx D1 cells, calcium flux, dopamine EC20 potentiation. potentiation, % at 10 µM. 360,000 tested, 0.036% active. AID 504651; in the data active = potentiation above about 30%; note: 0% is about no effect
GRP78 ERSR act: inducers of ER stress response in human glioma cells | Potency, µM, for the others: at the top dose activation, hits mostly activators | 420,000 tested, 0.02% active | U87-MG GRP78 promoter luciferase reporter, 16 h; note: potency is the fitted concentration of half-maximal effect; series mostly up to about 76 µM; % of control where 0% means no effect; nearly all actives have a fitted effect of over 35% in size
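Stably transfected U87-MG glioma cells carrying a GRP78-based luciferase sensor; 16 h compound incubation. Luminescence end-point read 10 min after Bright-Glo addition at room temperature.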
Vif-APOBEC3G blk: blocks the Vif interaction with human APOBEC3G | Q9HC16 | HeLa A3G-eYFP + Vif (tagged APOBEC3G with the HIV-1 protein that degrades it), YFP fluorescence, overnight | Potency, µM (top dose mostly 46.1 µM), for the others: at the top dose activity, negative = active, most hits filed as inhibitors | 410,000 tested, 0.076% active | AID 602310;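 note: potency is the fitted concentration of half-maximal effect; % is set by controls: 0 for no effect and ±100 for the full control effect; nearly all actives have a fitted effect of over 60% in size; hits raise eYFP signal because A3G escapes Vif-driven loss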
Target sequence (Q9HC16 whole entry, looked up): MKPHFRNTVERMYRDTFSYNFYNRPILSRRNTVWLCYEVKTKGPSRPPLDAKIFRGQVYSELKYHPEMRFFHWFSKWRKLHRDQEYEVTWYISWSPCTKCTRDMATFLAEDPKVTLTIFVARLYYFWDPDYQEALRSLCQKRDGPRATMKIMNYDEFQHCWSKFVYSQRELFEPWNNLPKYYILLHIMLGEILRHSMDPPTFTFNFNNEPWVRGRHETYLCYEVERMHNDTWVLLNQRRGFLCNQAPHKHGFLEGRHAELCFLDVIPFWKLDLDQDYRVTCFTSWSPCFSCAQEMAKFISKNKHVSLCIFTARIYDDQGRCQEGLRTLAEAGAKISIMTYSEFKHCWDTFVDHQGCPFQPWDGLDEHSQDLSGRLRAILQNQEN
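Read-out is eYFP fluorescence (Ex 488/Em 500-530) from Vif-expressing HeLa A3G-eYFP cells; more signal means A3G escaped Vif-mediated degradation. Cells plated overnight, compound pinned in, incubated overnight at 37 deg C.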
D1 ag: agonists of human D1 dopamine receptor; 360,000 tested, 1% active; HEK293 T-REx D1 cells, calcium flux, agonist mode; P21728; activation, % at 2 µM; AID 504660; in the data active = activation above about 30%; note: 0% is about no effect
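Inducible HEK293 T-REx D1 cells, force-coupled to calcium signalling, were plated at 4000 cells/well with tetracycline and held overnight at 30 C. After no-wash calcium dye loading, compound-evoked calcium rise over 180 s flagged agonists.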
Vif-A3F inh: blocks the Vif interaction with APOBEC3F; HeLa A3F-eYFP + Vif (tagged APOBEC3F with the HIV-1 protein that degrades it), YFP fluorescence increase; Potency, µM (titrated, usually from 46.1 µM), for inactives: at the highest dose activity, negative = active; 390,000 tested, 0.2% active; note: potency is the fitted concentration of half-maximal effect; % of control where 0% means no effect; nearly all actives have a fitted effect of over 65% in size
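HeLa cells stably expressing A3F-eYFP plus Vif, plated and incubated overnight at 37 deg C, then exposed to compounds overnight at 37 deg C. Blocked degradation read as raised yellow fluorescence (Ex 488/Em 500-530).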
RXFP1 antagonist: RXFP1 (human) relaxin receptor antagonism; HEK293-RXFP1, relaxin-stimulated cAMP HTRF, 30 min; hits give low values; activity change, negative = inhibition, % at 57.5 µM; 350,000 tested, 0.59% active; AID 1259400;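 active = activity change of -60% or lower, but not beyond a set lower limit; inconclusive = change between -60% and -40%, or beyond the set limit; inactive = change above -40%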; note: % is set by controls: 0 for no effect and ±100 for the full control effect
Starred values were filed as active, the others as inactive; ? = inconclusive; . = no result given; & = joins results of further samples. Unless noted, calls come from the whole dose curve; as a rule, active = well fitted curve in the direction sought with a large enough effect; inconclusive = small, poorly fitted or top-dose-only effect, or another doubt; inactive = no such curve, though single readings can be large; an effect the other way counts as inactive or inconclusive. Not all compounds are listed; the hit share may differ from the screen's.

SMILES | D2 potentiator | RXFP1 ag | D1 antagonist | D1 potentiator | GRP78 ERSR act | Vif-APOBEC3G blk | D1 ag | Vif-A3F inh | RXFP1 antagonist
CC/C(C)=N/Nc1nc(-c2cc3cccc(OC)c3oc2=O)cs1 | -2.1 | -0.1% | -5.9 | 1.0 | 1.0% | -3.4% | 1.1 | 5.2% | -16.6
CN1C(=O)CC(N2CCC(C(N)=O)CC2)C1=O (centres undefined) | 5.2 | 0.1% | -4.2 | -0.8 | -1.3% | 5.0% | 2.4 | -12.3% | 3.5
CCN(CC)c1ccc2cc(-c3nc(-c4ccc(OC)cc4)cs3)c(=O)oc2c1 | -19.0 | 6.9% | -57.8* | -0.6 | -3.7% | 6.1% | 419.2* | -105.1% | .
Cc1ccccc1NC(=O)COC(=O)c1ccc(C)c(S(=O)(=O)N2CCCCC2)c1 | . | . | . | . | -1.2% | -2.7% | . | -1.0% | 1.3
COc1ccc(C(=O)N2CCN(C(=O)c3ccco3)CC2)cc1 | -1.4 | -1.3% | 7.4 | 2.2 | -3.5% | 0.1% | 3.5 | -22.6% | -1.9
CCOC(=O)CSc1nc2sccc2c(=O)[nH]1 | 0.8 | -0.6% | -4.5 | 3.2 | -4.7% | -0.3% | 1.4 | 3.6% | 3.7
COc1cccc(NC(=O)c2oc3ccccc3c2NC(=O)C2CC2)c1 | -4.0 | 0.6% | 0.4 | -3.2 | -2.5% | -5.5% | 0.8 | -4.4% | -3.7
COc1cc(C)c(Br)cc1S(=O)(=O)N1CCOCC1 | 10.1 | 0.8% | 8.7 | -4.1 | -7.1% | 1.4% | 0.6 | 0.2% | -5.3
Cc1ccc(OCC(=O)NCC(=O)OCc2cc(=O)n3nc(CC(C)C)sc3n2)cc1 | -17.7 | 1.4% | -36.4* | -8.8 | -0.2% | 1.2% | 0.7 | -12.2% | .
O=C(COC(=O)c1cc[n+]([O-])cc1)NCC12CC3CC(CC(C3)C1)C2 | -7.8 | 1.4% | -6.8 | 4.1 | -2.7% | -0.7% | 1.0 | -16.9% | -2.7
CCC1SC(N)=NC1=O (centres undefined) | 6.9 | 0.1% | -14.7 | 1.5 | -3.0% | -0.4% | 2.4 | -1.1% | -1.6
O=C(NNC(=S)NC(=O)c1ccc(Br)cc1)c1ccc([N+](=O)[O-])cc1 | -10.0 | -4.1% | -3.9 | -0.5 | 4.4% | -6.9% | 10.4 | 0.5% | 10.9
O=C(Nc1ccc(OC(F)(F)F)cc1)c1ccc2nccnc2c1 | 7.5 | 1.4% | -25.4 | 1.0 | 6.7% | 2.1% | 14.2 | 17.4% | 13.5
O=C(NCCOc1ccccc1)c1ccccc1 | 10.0 | -1.0% | -6.0 | 2.0 | -0.1% | -0.8% | -0.4 | -5.1% | -6.9
O=C(NNS(=O)(=O)c1ccc2ccccc2c1)c1cc(-c2ccccn2)nc2ccccc12 | 7.4 | 0.1% | -8.0 | 3.5 | 0.2% | -2.8% | 0.3 | 3.0% | -21.3
Cc1ccnc(NC(=O)Nc2ccc(F)cc2)c1 | 5.4 | 1.4% | 0.8 | -2.3 | -9.3% | -1.9% | -0.8 | 1.7% | -4.7
C#CCOCCOCCOCCNc1nc(N2CCN(C(=O)[C@H]([C@@H](C)CC)n3cc([C@@H](N)CC(C)C)nn3)CC2)nc(N2CCN(C(=O)[C@H](Cc3cc4ccccc4[nH]3)n3cc([C@@H](N)Cc4ccc(O)cc4)nn3)CC2)n1 | -3.9 | -2.2% | 5.7 | -3.7 | -3.4% | 5.9% | -4.9 | 2.8% | .
C=CCNC(=S)/C(=C(/[O-])c1ccc([N+](=O)[O-])cc1)[n+]1ccccc1 | . | 2.6% | -19.8 | 3.6 | ? | -1.0% | 4.4 | -9.1% | -2.1
O=C(c1[nH]nc2c1CCc1ccccc1-2)N1CCN(Cc2ccc3c(c2)OCO3)CC1 | -15.2 | 1.4% | -10.6 | -7.2 | 11.2% | 0.0% | 9.9 | 1.9% | -12.7
O=C(CSc1nccc(=O)[nH]1)NC1CCCc2ccccc21 (centres undefined) | -1.3 | 5.7% | -2.0 | -0.1 | -5.5% | -5.5% | 1.4 | 0.3% | -9.6
COc1ccc(Cn2cc(S(=O)(=O)c3ccc(C)cc3)c(=O)c3cc(F)ccc32)cc1 | -25.6 | ? | 8.3 | 2.4 | -4.4% | -3.4% | 3.4 | -4.9% | -8.9
CC(C)c1csc(CN2CCC(CO)(Cc3ccccc3)CC2)n1 | -2.6 | 3.1% | 0.2 | -1.2 | -1.0% | 2.3% | 5.2 | 5.3% | -4.8
O=S1(=O)CCC(N=Cc2ccc(-c3ccc(Cl)cc3)o2)C1 (centres undefined) | 0.3 | -0.6% | -10.3 | -1.6 | 2.8% | -9.4% | 1.3 | 1.2% | -11.8
CC(=O)c1c(C)[nH]c(C(=O)Nc2cccnc2)c1C | -8.1 | -1.0% | 1.9 | -2.2 | -1.2% | 0.9% | 1.6 | 2.4% | 0.4
CC1Cc2cc(S(=O)(=O)CCC(=O)Nc3ccc(F)c(Cl)c3)ccc2N1C(=O)C1CC1 (centres undefined) | 11.8 | -0.9% | -8.8 | -2.4 | -2.7% | -11.9% | -1.0 | -11.2% | 15.0
CN(C)c1ccc(N=Nc2ccccc2C(=O)OCC(=O)N2CCCC2)cc1 | 6.9 | -0.7% | -3.3 | -7.5 | 1.3% | -2.8% | 1.1 | 3.7% | -2.0
COc1ccc(C2=NN(C(=O)COC(=O)c3ccc(NC(=O)CC#N)cc3)C(c3ccco3)C2)cc1 (centres undefined) | . | 0.5% | -19.2 | -3.2 | -1.7% | -26.2% | 5.5 | ? | -28.2
Cc1cc(Cl)ccc1N1C(=O)CC(NNC(=O)c2cccnc2)C1=O (centres undefined) | 8.7 | 3.2% | -6.6 | -0.2 | -3.8% | 2.6% | 0.7 | 13.8% | 0.7
CCc1noc(C)c1C(=O)N1CCN(S(=O)(=O)c2ccc(Br)cc2Cl)CC1 | 0.2 | 0.0% | -13.3 | -4.4 | -8.5% | -6.7% | 6.2 | -8.8% | 5.7
COc1cc(-c2nc(CN3CCN(CC(C)C)C(=O)[C@@H]3C)c(C)o2)ccc1F | 7.9 | -0.1% | 7.5 | 1.9 | -2.8% | -8.1% | 2.2 | 1.9% | -2.7
CC(Nc1ccc(Cl)cc1)C(=O)NN (centres undefined) | 11.4 | -4.2% | -10.8 | -5.5 | -5.5% | 6.0% | 1.6 | ? | -6.2
CCc1cccc(C)c1NC(=O)C(c1ccccc1)N1CCC1=O (centres undefined) | 2.6 | 1.3% | 26.7 | -1.1 | -4.4% | 1.1% | 0.1 | -6.3% | -6.5
COc1cccc(N(C(=O)c2ccco2)C(C(=O)NC2CCCC2)c2ccc(N(C)C)cc2)c1 (centres undefined) | 14.6 | -0.3% | 11.2 | 0.8 | -17.8% | -4.5% | 0.2 | . | -1.1
COc1ccc(CC(=O)Nc2cc(Cl)ccc2N2CCCC2)cc1 | -12.7 | 1.1% | 22.2 | -1.1 | -0.1% | -4.6% | -3.0 | -4.4% | -7.3
O=C(N/N=C/c1cccs1)c1ccc2c(c1)OCO2 | -9.6 | -0.4% | -5.5 | -5.1 | -10.6% | -3.5% | 1.3 | 9.1% | -5.2
COc1ccc(Cn2c(SCc3ccc(C)cc3)nc3cc(OC)c(OC)cc3c2=N)cc1Cl | 6.4 | -0.5% | 11.3 | -7.6 | -15.3% | ? | 3.3 | -14.8% | -8.6
O=C(CCC(=O)N1CC2CCCN2c2ccccc21)NCc1ccccc1F (centres undefined) | 4.5 | 0.2% | -2.2 | -0.1 | -1.9% | -2.2% | 7.5 | 3.0% | -12.6
NC(=O)c1csc(-c2ccncc2)n1 | -2.8 | 1.5% | 4.9 | -3.4 | -2.7% | -3.4% | 1.2 | -0.6% | -4.2
COc1ccc(C2/C=C\CN(C(=O)Nc3ccc(C(F)(F)F)cc3)CC(=O)N2Cc2ccc(F)cc2)cc1 (centres undefined) | -15.1 | 0.0% | -23.2 | -4.2 | -8.5%&-5.3% | -3.0%&5.6% | 4.3 | 1.9% | .
O=C(NCc1ccccc1)C1CCN(c2nc(-c3ccccc3)nc3c2CCC3)CC1 | 4.1 | 3.6% | -19.3 | 0.9 | -6.2% | 3.2% | 1.7 | 6.2% | -6.6
COc1ccc(NC(=O)C2CCCN(c3nccc(C)n3)C2)cc1 (centres undefined) | 6.3 | 1.0% | -16.5 | -3.0 | -3.8% | -1.0% | 0.8 | -2.2% | 8.9
CC(C)(C)NC(=O)N1c2ccccc2Sc2ccccc21 | 0.4 | 0.3% | 1.1 | 1.8 | -0.1% | -3.4% | 2.0 | 3.3% | -29.9
Cc1nc2sc(C(c3ccc(C(C)C)cc3)N3CCN(CCO)CC3)c(O)n2n1 (centres undefined) | -1.6 | 0.1% | -3.8 | -4.6 | -1.5% | -0.4% | 1.9 | 9.1% | -12.9
NC(=O)CSc1nnc(COc2ccccc2)n1N | 0.5 | 4.2% | -8.3 | 0.2 | -2.9% | 0.6% | 1.4 | -0.3% | -0.1
Cc1ccccc1NS(=O)(=O)c1cc(C(=O)N2CCCC2)ccc1C | 4.7 | -0.6% | -0.3 | 0.5 | -1.4% | -0.4% | 1.9 | -1.7% | -13.4
Cn1nccc1C(=O)Nc1sc2c(c1C#N)CCCC2 | -19.2 | 0.6% | 4.2 | -10.9 | 6.3% | -10.2% | -0.9 | -17.8% | -8.0

Whole records from above.
Entry for `NC(=O)CSc1nnc(COc2ccccc2)n1N` → D2 potentiator = 0.5; RXFP1 ag = 4.2%; D1 antagonist = -8.3; D1 potentiator = 0.2; GRP78 ERSR act = -2.9%; Vif-APOBEC3G blk = 0.6%; D1 ag = 1.4; Vif-A3F inh = -0.3%; RXFP1 antagonist = -0.1
Entry for `CC(C)(C)NC(=O)N1c2ccccc2Sc2ccccc21` → D2 potentiator = 0.4; RXFP1 ag = 0.3%; D1 antagonist = 1.1; D1 potentiator = 1.8; GRP78 ERSR act = -0.1%; Vif-APOBEC3G blk = -3.4%; D1 ag = 2.0; Vif-A3F inh = 3.3%; RXFP1 antagonist = -29.9

Compound activity from PubChem.
